High-throughput results as filed in PubChem BioAssay.
GC-A act – GC-A (human) enzyme activation. P16066. HEK293 GC-A cells, cGMP TR-FRET, EC30 ANP; 0% at EC30 ANP, 100% saturating ANP. activation, % at 10 µM. 370,000 tested, 0.14% active. AID 1671463; in the data active = activation above about 40%
mABHD4 FP – ABHD4 (mouse) inhibition, primary FP screen. purified mABHD4, FP-Rh probe fluorescence polarization. 370,000 tested, 0.54% active. inhibition, % at 8.92 µM. Q8VD66. AID 720543;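 active = inhibition exceeding the mean over every tested compound plus 3 SD, cut at about 30% in these data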;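 also: 0% = plate median of compound wells and 100% = S159A mutant with DMSO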
Target sequence (Q8VD66 whole entry, looked up): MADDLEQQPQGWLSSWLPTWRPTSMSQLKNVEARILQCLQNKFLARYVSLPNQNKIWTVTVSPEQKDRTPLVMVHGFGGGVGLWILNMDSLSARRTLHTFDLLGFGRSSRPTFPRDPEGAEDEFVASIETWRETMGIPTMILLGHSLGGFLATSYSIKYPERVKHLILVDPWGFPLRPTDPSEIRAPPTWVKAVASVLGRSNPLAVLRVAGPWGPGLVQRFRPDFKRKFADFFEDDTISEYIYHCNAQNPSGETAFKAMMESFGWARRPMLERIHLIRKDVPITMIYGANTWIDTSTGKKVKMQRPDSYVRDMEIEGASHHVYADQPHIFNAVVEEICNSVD
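Assay system: Wild-type mouse ABHD4 protein | Medium: HEPES pH 7.0 buffer, 150 mM NaCl, 0.01% Pluronic F-127 | Incubation: Enzyme–compound pre-incubation 45 min, then probe 60 min, both 25 °C | Technique: Fluorescence polarization with parallel and perpendicular emission, 525/598 nm | Evaluation: % inhibition of FP-Rh probe binding versus controls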
ASAP1 inh – blocks human ASAP1-stimulated Arf1 GTP hydrolysis; Q9ULH1; inhibition, % at 16.5 µM; GDP FP detection; 360,000 tested, 0.19% active; in the data active = inhibition above about 25%;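 also: 0% = vehicle with enzyme and substrate and 100% = no enzyme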
NR1D1 modulator – modulators of human Rev-erb alpha DNA binding; 370,000 tested, 0.79% active; activity, % at 10 µM; P20393; AID 1259318; Rev-erbα–FITC-DNA binding, fluorescence polarization, 90 min;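 active = activity above about 14%, limit read from the data; passing the limit was not always enough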;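 also: 0% = DMSO wells with 35 nM protein and 100% = DMSO wells with 750 nM protein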
Target sequence (P20393 whole entry, looked up): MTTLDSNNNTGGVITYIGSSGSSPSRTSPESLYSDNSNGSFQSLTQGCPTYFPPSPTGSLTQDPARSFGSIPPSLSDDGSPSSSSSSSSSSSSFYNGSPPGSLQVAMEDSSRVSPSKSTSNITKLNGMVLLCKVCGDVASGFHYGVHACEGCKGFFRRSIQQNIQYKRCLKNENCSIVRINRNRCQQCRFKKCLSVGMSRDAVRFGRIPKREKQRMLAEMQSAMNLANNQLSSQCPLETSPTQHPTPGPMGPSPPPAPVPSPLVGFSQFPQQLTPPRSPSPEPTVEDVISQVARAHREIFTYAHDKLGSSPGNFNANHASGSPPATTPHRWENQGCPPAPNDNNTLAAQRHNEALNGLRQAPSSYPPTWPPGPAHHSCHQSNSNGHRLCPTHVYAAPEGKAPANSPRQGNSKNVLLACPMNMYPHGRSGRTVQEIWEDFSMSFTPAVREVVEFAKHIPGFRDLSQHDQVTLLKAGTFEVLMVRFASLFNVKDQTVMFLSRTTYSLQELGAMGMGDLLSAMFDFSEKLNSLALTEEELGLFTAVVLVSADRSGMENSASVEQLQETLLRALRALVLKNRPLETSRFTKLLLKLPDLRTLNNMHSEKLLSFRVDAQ
GC-B act – GC-B (human) receptor activation; HEK293-GC-B cells, CNP EC30, cGMP TR-FRET; 0% at EC30 CNP, 100% saturating CNP; activation, % at 10 µM; 370,000 tested, 0.11% active; AID 1920062;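 active = activation at 10 µM reaching about 35% in either raw or pattern-adjusted values, limit read from the data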
SMARCA2 activ – SMARCA2 function activation, primary screen; MG213 cells, MMTV-luciferase reporter, dexamethasone, overnight; activation, % at 9.1 µM; 370,000 tested, 1% active; in the data active = activation above about 7.8%;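 also: 0% = vehicle wells and 100% = reference activator wells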
ARFGAP1 inhibitor – rat ARFGAP1 inhibition; Q62848; Arfgap1-stimulated ARF1 GTP hydrolysis, GDP FP detection; inhibition, % at 16.5 µM; 360,000 tested, 0.26% active; AID 651572;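 active = inhibition above a per-plate limit, mean inhibition of low control wells plus 3 SD, cut at about 25% in these data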;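 also: 0% = DMSO wells with enzyme and 100% = wells lacking Arfgap1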
Target sequence (Q62848 1-136 limits assumed): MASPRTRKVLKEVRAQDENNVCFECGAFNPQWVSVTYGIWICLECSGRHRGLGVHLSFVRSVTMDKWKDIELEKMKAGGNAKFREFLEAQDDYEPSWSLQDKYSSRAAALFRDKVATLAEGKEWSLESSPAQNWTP
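System: truncated rat Arfgap1 GAP domain / Medium: HEPES-based buffer, pH 7.5 / Also added: N-terminally truncated human ARF1-GTP substrate / Incubation: enzyme reaction 120 min at 25 °C after 20 min preincubation / Measured by: FP of antibody-bound GDP Alexa 633 tracer, ex 620/em 688 nm / Replicates: singlicate, each compound tested once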
PG9 binder – binds the HIV-1 gp120 antibody PG9; TR-FRET gp120-PG9 antibody binding; inhibition, % at 6.7 µM; 360,000 tested, 0.43% active; AID 624416; in the data active = inhibition above about 8.5%
HTRA1 inh – HTRA1 (human) protease inhibition; AID 504803; inhibition, % at 5.96 µM; 340,000 tested, 0.5% active; recombinant HTRA1, FP-rhodamine activity-based probe, fluorescence polarization; Q92743; in the data active = inhibition above about 36%;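 also: 0% = enzyme with DMSO and 100% = wells lacking enzyme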
rCAG RNA binder – r(CAG) repeat RNA binding; TO-PRO-1 dye displacement fluorescence; inhibition, % at 3 µM; 370,000 tested, 1.3% active;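 active = inhibition above the plate cutoff, the mean of all test compounds on that plate plus 3 SD, cut at about 35% in these data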;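 also: 0% = DMSO alone and 100% = 100 µM mitoxantrone as full dye displacement; higher means more dye released from RNA so lower well fluorescence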
Starred values were filed as active, the others as inactive; x = no result given. This is a random part of the collection; 4.4% or so of the library scored in one or more.

SMILES	GC-A act	mABHD4 FP	ASAP1 inh	NR1D1 modulator	GC-B act	SMARCA2 activ	ARFGAP1 inhibitor	PG9 binder	HTRA1 inh	rCAG RNA binder
COc1ccc(CNC(=O)c2[nH]c(C(F)(F)F)nc2-c2ccccc2)cc1OC	2	1	-9	3	-7	-4	-8	1.0	x	3
COC(=O)/C=C/c1ccc(OC(=O)OC)c(OC(=O)OC)c1	0	2	-4	-10	-3	-1	-1	0.4	7	-6
Cc1ccc(NC2(c3nnnn3-c3c(C)cccc3C)CCCCC2)cc1	-20	1	2	-1	-16	-3	1	-0.3	-70	-4
c1ccc2c(c1)nc(N1CCOCC1)c1ccccc12	-5	0	-3	-4	-3	-3	-2	0.4	-13	-5
COC(=O)c1cnn(-c2ccccc2)c1-n1cccc1C=O	4	2	4	-4	0	-2	-16	-1.8	4	-2
CC(=O)NC(Cc1c[nH]c2ccccc12)C(=O)Nc1ccc2c(c1)OCO2 (configuration not stated)	2	5	-5	-1	-2	-1	-6	0.3	10	3
O=c1[nH]c(C2CCN(S(=O)(=O)/C=C/c3ccccc3)CC2)nc2c1nnn2Cc1ccccc1	6	-6	9	5	-4	1	5	-2.7	-51	5
S=C1N(c2ccccc2)CN(CCN2CCOCC2)CN1c1ccccc1	0	-5	11	6	5	-4	6	2.2	x	-2
COc1cc(/C=C2/SC(=S)N(CC(=O)O)C2=O)ccc1OC(=O)c1ccco1	2	-3	-8	25*	3	-1	3	-3.0	-68	41*
Cc1ccc(C)c2sc(NC(=O)C3CC3)nc12	9	1	1	0	-7	5	13	-1.3	-18	2
CCn1c(=O)c2cc(C(=O)N(C)c3ccccc3F)sc2c2ccccc21	-10	1	-2	9	-7	-1	9	-0.4	-11	0
Cc1ccc(C)c(OCc2nnc(SCC(=O)NC(=O)NCc3ccco3)o2)c1	1	-9	-2	-5	-8	-2	13	2.2	-13	-4
CCN(CC)c1ccc(NC(=O)CN2CCN(CC(=O)Nc3ccccc3OC)CC2)cc1	3	-3	4	-2	10	-2	-10	-0.2	-2	-9
Cc1c(NC(=O)/C(C#N)=C/c2cccs2)c(=O)n(-c2ccccc2)n1C	0	4	-16	0	-7	1	-7	-2.2	7	6
CCc1ccc(NC(=O)C(=O)c2ccccc2NC(C)=O)cc1	0	4	1	-3	0	6	-1	2.4	-3	1
Cc1ccc2c(c1)-c1c(cnn1CC(=O)N(CCC#N)c1ccccc1)CO2	-5	0	11	0	0	3	9	1.3	6	3
Cc1cc(OC(=O)c2cccs2)ccc1C(C)C	-5	5	0	2	-9	1	2	-0.5	-4	-4
CC1=C(C(=O)Nc2ccccc2)C2(CCCCC2)C(C(N)=O)C(=S)N1 (configuration not stated)	4	1	1	1	8	-3	0	-1.3	4	-2
Cn1c(CNc2nc3ccccc3n2C)nc2ccccc21	0	-4	7	0	8	0	-5	-1.5	0	2
COC(=O)c1ccccc1NC(=O)CN(C)S(=O)(=O)c1ccc(OC)cc1	-5	1	10	4	4	0	11	-1.2	1	-1
O=C1Nc2ccccc2/C1=N\N=C\c1ccc(O)c(O)c1	-14	48*	0	2	-4	9.5*	14	-13	49*	33
CCn1c(O)c(C=Nc2ccccc2)sc1=S	17	-2	-3	-3	17	3	1	-0.6	x	0
O=C(c1cccnc1)N1N=C(C2CC2)CC1(O)C(F)(F)F (configuration not stated)	1	4	7	3	4	-1	4	0.7	11	-1
O=C(COC(=O)C1(c2ccccc2F)CCCC1)N1CCOCC1	2	-5	-9	-5	0	-1	16	-1.7	5	-2

6 structures out of the list, arranged by molar mass, low to high:
SMILES	GC-A act	mABHD4 FP	ASAP1 inh	NR1D1 modulator	GC-B act	SMARCA2 activ	ARFGAP1 inhibitor	PG9 binder	HTRA1 inh	rCAG RNA binder
CCn1c(O)c(C=Nc2ccccc2)sc1=S	17	-2	-3	-3	17	3	1	-0.6	x	0
Cc1c(NC(=O)/C(C#N)=C/c2cccs2)c(=O)n(-c2ccccc2)n1C	0	4	-16	0	-7	1	-7	-2.2	7	6
CC(=O)NC(Cc1c[nH]c2ccccc12)C(=O)Nc1ccc2c(c1)OCO2 (configuration not stated)	2	5	-5	-1	-2	-1	-6	0.3	10	3
COC(=O)c1ccccc1NC(=O)CN(C)S(=O)(=O)c1ccc(OC)cc1	-5	1	10	4	4	0	11	-1.2	1	-1
COc1cc(/C=C2/SC(=S)N(CC(=O)O)C2=O)ccc1OC(=O)c1ccco1	2	-3	-8	25*	3	-1	3	-3.0	-68	41*
CCN(CC)c1ccc(NC(=O)CN2CCN(CC(=O)Nc3ccccc3OC)CC2)cc1	3	-3	4	-2	10	-2	-10	-0.2	-2	-9

The listing continues:
SMILES	GC-A act	mABHD4 FP	ASAP1 inh	NR1D1 modulator	GC-B act	SMARCA2 activ	ARFGAP1 inhibitor	PG9 binder	HTRA1 inh	rCAG RNA binder
COc1cc(C(CCN2CCOCC2)c2c(OC)cc(OC)c3c2OC(=O)CC3c2ccc(N(C)C)cc2)cc(OC)c1OC (configuration not stated)	0	2	10	5	-6	2	-3	-2.3	0	0
C#CCOCCOCCOCCNc1nc(N2CCN(C(=O)Cn3cc(CC(C)O)nn3)CC2)nc(N2CCN(C(=O)Cn3cc(CC(C)O)nn3)CC2)n1 (configuration not stated)	1	-1	-11	-8	1	0	-5	1.4	-2	-4
Cn1nc(C(=O)Nc2cccnc2)c2ccccc2c1=O	-1	6	17	3	0	0	11	-1.2	3	-1
C[C@H]1CN([C@@H](C)CO)C(=O)CCCn2nncc2CO[C@@H]1CN(C)C(=O)Nc1ccnc(N2CCOCC2)c1	-1	7	15	5	3	1	5	-0.3	4	1
CCC(/C=N/NC(=O)C(N)=O)CC	2	4	10	1	6	1	2	1.0	11	-4
COCc1ccc(C(=O)NC2CCCN(Cc3ccccc3F)C2)o1 (configuration not stated)	-1	2	10	-3	3	0	-4	-2.6	3	-5
COc1ccc(NC(=O)COC(=O)Cn2cnc3ccccc3c2=O)c(OC)c1	1	5	-15	3	4	0	7	1.5	4	2
S=c1[nH]nc(-c2cc(-c3ccccc3)n[nH]2)n1/N=C/c1cccc2ccccc12	3	1	x	-8	-18	-2	x	x	x	79*
Cc1ccc(C(=O)OCC(=O)NC(=O)NCc2ccccc2)cc1C	-2	-6	-4	-5	-2	-1	-10	1.7	-2	1
Cc1cc(NCC2CCCO2)n2c(nc3ccccc32)c1C#N (configuration not stated)	12	-3	-15	1	7	-2	13	-2.4	0	-3
O=C(NCCN1C(=O)S/C(=C/c2cccnc2)C1=O)C1CC(=O)N(Cc2ccccc2)C1 (configuration not stated)	0	-5	-15	1	0	-4	6	-1.0	-9	0
N#CCSc1nnc(Cc2ccc3c(c2)OCO3)o1	0	0	1	-5	-5	1	-6	-2.4	0	1
COc1ccc(-c2cn3nc(C)c(C)nc3n2)cc1OC	0	-6	-7	-2	4	-2	-10	-0.2	2	9
CC(C)CN(C(=O)C1CSC2(C)CCC(=O)N12)c1c(N)n(Cc2ccccc2)c(=O)[nH]c1=O (configuration not stated)	1	4	6	-5	-3	4	1	-2.1	7	-1
CCOC(=O)Cn1c2[n+](c3ccccc31)CC(O)CS2 (configuration not stated)	1	-7	-3	-1	-1	0	4	-1.0	-1	-1
CC1(Cc2cccc(F)c2)C(=O)Nc2ccc(OC(F)(F)F)cc21 (configuration not stated)	-5	-3	-11	16*	-5	-2	6	-0.2	x	-1
O=C(CN1C(=O)NC2(CCc3ccccc32)C1=O)NCc1cccc(C(F)(F)F)c1 (configuration not stated)	4	-1	6	-1	5	-2	8	2.7	-5	1
COC(=O)c1ccccc1NC(=O)Nc1cc(C)ccn1	3	8	14	5	2	-3	6	-1.3	5	-5
CCN1CCN(CC(O)COc2ccc3c(C)cc(=O)oc3c2)CC1 (configuration not stated)	3	-1	16	-5	-3	2	8	-1.8	4	-2
COc1ccc(CCNC(=O)CC(=O)NCCc2ccc(OC)cc2)cc1	-5	5	4	0	-3	-4	7	0.1	6	-8
O=c1oc2cc(OCc3c(F)cccc3Cl)ccc2cc1-c1ccccn1	3	-2	8	13	5	-4	-13	2.0	-2	0
COCCN1CCN(C(=O)c2cc(COc3ccc(F)c(F)c3)on2)CC1	5	6	-8	0	10	4	-5	-2.4	2	-6
C=CCn1c(COc2cccc(C)c2C)nnc1SCC(=O)N1CCN(c2ccccc2)CC1	-5	4	7	1	-1	-6	0	-0.3	-5	-2
COc1ccc(CCNC(=O)c2nc(-c3cccs3)no2)cc1OC	3	5	-1	5	3	-1	9	-0.7	5	-4
COc1ccc(-n2[nH]c(C)cc2=O)cc1	-1	5	12	0	12	-2	4	-1.5	2	15
CCOC(=O)c1cccc(N2C(=O)C3C4C=CC(CC4)C3C2=O)c1 (configuration not stated)	1	2	-14	7	4	1	4	-2.3	14	-1
CCOC(=O)N1CCC(N2Cc3cccc(C(=O)NCc4ccc5c(c4)OCO5)c3C2=O)CC1	3	-6	4	-1	4	-4	4	4.2	2	10
O=C(/C=C/c1ccc(Cl)c(Cl)c1)N1CCOCC1	-3	1	-1	0	-3	1	5	-1.3	2	-3
N#C/C(=C\c1cccnc1)C(=O)Nc1ccc(C(=O)O)cc1	2	-6	-11	6	2	-1	8	-0.9	4	1
Cc1ccsc1/C=N/NC(=O)c1ccncc1	2	2	6	9	-2	5	13	-0.2	1	-1
CCn1c(=O)cc(SCC(=O)NCCCN2CCN(c3ccc(F)cc3)CC2)c2ccccc21	-19	5	8	3	0	2	5	-11	-3	-8
Nc1nc(C(F)(F)F)c(Br)c(=O)n1N	3	4	-4	5	2	-1	11	-2.1	3	0
COc1ccc(-c2[nH]ncc2CN2CCCN(C(=O)c3ccco3)CC2)cc1F	3	-9	-11	4	2	-2	9	-2.0	-3	-2
COc1ccc(/C=C(\NC(=O)c2cccs2)C(=O)NN)cc1OC	1	-2	-14	-2	0	-5	3	-0.4	-12	14
N#CC1=C(N)NC(=S)C(C(N)=O)C1c1ccccc1F (configuration not stated)	0	1	-5	-2	5	6	7	-0.6	3	1
COc1ccc(Nc2nccc(OC)c2C#N)cc1	0	1	0	1	3	-1	-6	-1.0	1	2
COc1ccc(-n2nc3cc(C)c(N)cc3n2)cc1Cl	1	-19	-11	-9	-7	0	-1	-2.1	-11	21
O=C(N/N=C/c1cc([N+](=O)[O-])ccc1N1CCCCCC1)c1ccccn1	2	-2	7	7	0	3	-3	-1.6	5	1
O=S(=O)(c1ccc(Cl)nc1)N1CCN(Cc2ccc3c(c2)OCO3)CC1	7	4	4	-1	-1	0	10	-0.6	6	4
Cc1cc(=O)n2nc(N3CCCC(C(=O)NCCCN4CCc5ccccc5C4)C3)sc2n1 (configuration not stated)	-1	5	-1	-1	1	2	3	-1.4	3	-4
Cc1cccnc1C(NC(=O)C1CCN(Cc2ccc3ccccc3n2)CC1)c1ccc(Cl)cc1 (configuration not stated)	-4	-3	1	-7	-11	-3	9	0.1	x	4
O=C(N[C@@H](Cc1ccccc1)C(=O)N1CCC2(CC1)NCCc1[nH]cnc12)c1cccc(F)c1	-1	-2	3	2	-3	0	8	-1.7	-1	-5
C[C@@H]1CN([C@@H](C)CO)S(=O)(=O)c2ccc(Br)cc2O[C@@H]1CN(C)Cc1ccc2c(c1)OCO2	-6	3	-6	2	-9	-5	-6	0.9	x	4
